# PDI turbidity: inhibitors of human PDI, primary screen, biochemical, turbidity, single point, plate reader | Protein disulfide-isomerase (Homo sapiens), P07237 | PDI insulin aggregation turbidity, A650, 90 min | inhibition, % at 10 µM | 350,000 tested, 0.052% active | AID 588391, 2011;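 active = mean inhibition across replicates of 30% or more, whatever share of single replicates reach that level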;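 note: absorbance from insulin aggregation driven by PDI reduction with DTT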
# Target sequence (P07237 whole entry, looked up): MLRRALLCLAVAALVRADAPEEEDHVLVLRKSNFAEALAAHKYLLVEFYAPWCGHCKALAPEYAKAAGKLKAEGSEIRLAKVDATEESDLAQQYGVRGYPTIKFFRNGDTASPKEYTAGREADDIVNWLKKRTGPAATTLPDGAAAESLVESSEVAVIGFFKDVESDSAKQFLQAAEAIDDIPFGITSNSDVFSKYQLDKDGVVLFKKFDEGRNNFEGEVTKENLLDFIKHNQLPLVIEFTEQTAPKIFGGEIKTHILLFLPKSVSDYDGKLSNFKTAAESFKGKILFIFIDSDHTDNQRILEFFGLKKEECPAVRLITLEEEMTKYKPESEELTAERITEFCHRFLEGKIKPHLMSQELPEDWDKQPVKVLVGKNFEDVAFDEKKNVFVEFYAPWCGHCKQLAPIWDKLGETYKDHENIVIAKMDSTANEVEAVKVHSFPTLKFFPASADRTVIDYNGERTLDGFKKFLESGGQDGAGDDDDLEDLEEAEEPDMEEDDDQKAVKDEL
# N-glyco inh: increase of ERlucT glycosylation luciferase signal, primary screen, N-linked glycosylation inhibitor project, D54 ERlucT cells, luminescence, set 2 | 360,000 tested, 0.23% active | reporter increase, % at 12.5 µM | AID 588692, 2011 | D54 ERlucT glycosylation luciferase reporter, 24 h; percent of 100 nM tunicamycin response;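 active = mean luciferase reporter signal, scaled so untreated is 0 and the glycosylation-blocking control 100, at or above a set limit in every replicate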;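 note: luciferase carries N-glycosylation sites so blocking glycosylation raises the light; 0% = median of neutral control wells and 100% = median of 100 nM tunicamycin wells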
# MC4R antagonist: MC4R antagonists of cAMP signaling, primary screen, cell-based, TR-FRET, antagonist arm of biased-ligand search | inhibition, % at 6.5 µM | MC4R-expressing cells, MTII-stimulated cAMP, LANCE TR-FRET | Melanocortin receptor 4 (Homo sapiens), P32245 | 360,000 tested, 0.48% active;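 active = inhibition above its plate's cutoff, the mean of tested wells on that plate plus 3 SD, cut at about 29% in these data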;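 note: 0% = Melanotan II alone and 100% = Melanotan II plus saturating MCL0020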
#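 system = U2OS cells with stable human MC4R expression | also added = Melanotan II challenge after compound preincubation | dosing = one concentration, 6.5 µM nominal | incubation = compound 30 min, challenge 1 h, detection 1 h | measured by = TR-FRET with Eu-cAMP and labeled anti-cAMP, 671 nm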
# CaV13 FRET inh: Disruptors of the CACNA1D IQ motif to Ca2+-dependent inactivation inhibitor domain association, primary screening, Förster resonance energy transfer in intact living …. inhibition, % at 12.3 µM. HEK cells, CFP/YFP FRET ICDI-IQ, plate reader, 10 min; percent FRET-ratio fall versus neutral wells. 340,000 tested, 0.098% active;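 active = mean replicate inhibition of at least 30% and at least 1% of replicates passing that level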;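 note: 0% = median of the neutral control wells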
# H9c2 protect: cardioprotection against H2O2-induced cell death, primary screen, uHTS, H9c2 cells, ATPLite luminescence; H9c2 cardiomyocytes, H2O2 injury protection, 2 h; protection from H2O2 cell death, % at 20 µM; 360,000 tested, 0.63% active; AID 588492, 2011;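 active = compounds giving at least 50% protection of heart cells from peroxide-induced death in the single-dose screen, raw or plate-pattern-corrected value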;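 note: 0% = DMSO wells with peroxide and 100% = DMSO wells without peroxide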
# Exocytosis inh: LAMP-1 surface exposure blockers, TALL-104 cells – cell-based, flow cytometry, MLPCN library, primary screen; TALL-104 LAMP-1 surface exposure; cells stimulated with thapsigargin and PMA; inhibition, % at 10 µM; 360,000 tested, 0.66% active; AID 651702, 2012;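 active = inhibition above about 55%, limit read from the data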
# MC4R barr agon: MC4R agonists recruiting beta-arrestin, primary screen, cell-based, luminescence, agonist arm of biased-ligand search. 360,000 tested, 0.98% active. U2OS MC4R beta-arrestin complementation; percent of melanotan II response, DMSO zero. Melanocortin receptor 4 (Homo sapiens), P32245. activation, % at 8.9 µM;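 active = activation above a per-plate cutoff, the mean activation of sample wells on that plate plus 3 SD, cut at about 8% in these data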
# m5-HT2A agonist: mouse Htr2a agonists via beta-arrestin recruitment, primary screen, cell-based, luminescence; 360,000 tested, 0.66% active; activation, % at 7.6 µM; CHO-K1 mHTR2A beta-arrestin complementation; percent of 30 µM serotonin response;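 active = activation above a run cutoff, the mean activation of all tested compounds plus 3 SD, cut at about 14% in these data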;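 note: 0% = plate median of compound wells and 100% = 30 µM serotonin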
# Target sequence (P35363 whole entry, looked up): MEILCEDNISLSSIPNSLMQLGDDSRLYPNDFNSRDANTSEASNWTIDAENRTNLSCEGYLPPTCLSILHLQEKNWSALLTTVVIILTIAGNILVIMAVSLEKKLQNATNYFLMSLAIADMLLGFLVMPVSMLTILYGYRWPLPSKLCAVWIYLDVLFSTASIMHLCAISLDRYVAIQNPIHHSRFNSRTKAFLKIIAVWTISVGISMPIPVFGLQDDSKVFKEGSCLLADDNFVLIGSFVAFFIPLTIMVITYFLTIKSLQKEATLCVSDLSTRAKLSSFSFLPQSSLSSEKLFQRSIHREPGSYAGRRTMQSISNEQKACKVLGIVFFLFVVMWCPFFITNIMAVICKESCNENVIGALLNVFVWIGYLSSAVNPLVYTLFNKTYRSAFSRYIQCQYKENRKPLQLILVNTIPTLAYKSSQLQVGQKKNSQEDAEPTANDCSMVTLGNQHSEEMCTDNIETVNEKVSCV
# ABHD5-PLIN5 inh: ABHD5-PLIN5 interaction inhibitors, primary screen, cell lysate, split luciferase complementation, luminescence; Perilipin-5 (Homo sapiens) + 1-acylglycerol-3-phosphate O-acyltransferase ABHD5 (Homo …; Split G. princeps luciferase complementation, 4 h; inhibition, % at 4 µM; 360,000 tested, 0.78% active; AID 602281, 2012;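 active = inhibition above the mean inhibition across every tested compound plus 3 SD, cut at about 22% in these data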;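 note: 0% = DMSO only wells and the 100% control is not disclosed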
# ABCB6 inh 2: ABCB6 transporter inhibitors, primary screen, K562-ABCB6 cells, flow cytometry, MLPCN library | K562-ABCB6 porphyrin accumulation, 1 h; active compounds read low | fluorescence ratio to DMSO, % at 10 µM | 360,000 tested, 0.19% active;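 active = fluorescence ratio to DMSO below 75%, the collection mean minus 3 SD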;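 note: signal is porphyrin accumulated inside mitochondria; 100% equals median channel fluorescence of DMSO control wells; lower ratio means ABCB6 inhibition with less porphyrin fluorescence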
# The depositor's hits bear a star; x = not tested or not shown.
SMILES,PDI turbidity,N-glyco inh,MC4R antagonist,CaV13 FRET inh,H9c2 protect,Exocytosis inh,MC4R barr agon,m5-HT2A agonist,ABHD5-PLIN5 inh,ABCB6 inh 2
COCCN1CCN(Cc2nc(Cc3ccc(OC)c(OC)c3)no2)CC1,-6,1,12,2,3,-8,-1.2,2,-9,100
CC(C)C(N)c1csc(NC(=O)Nc2ccccc2C(C)(C)C)n1 (configuration not stated),0,-2,0,-5,1,-8,0.3,8,0,99
Cc1noc(C)c1COC(=O)c1cc(S(=O)(=O)N2CCOCC2)ccc1Cl,-14,0,4,-5,0,11,-1.0,5,6,102
CC(C)N1CCN(Cc2nc3ccccc3s2)CC1CCO (configuration not stated),12,0,4,-5,10,-2,-1.6,-3,-6,99
O=C(O)CN(c1ccccc1F)S(=O)(=O)c1ccccc1,-2,0,11,-5,4,3,-2.0,0,1,97
CC(=O)N1CCc2cc(S(=O)(=O)NCCCN3CCN(Cc4ccccc4)CC3)ccc21,-8,-2,-1,-5,-16,9,-1.3,3,2,97
NS(=O)(=O)c1cccc(NC(=O)COC(=O)c2ccccc2C(=O)c2ccccc2)c1,-5,0,0,-3,-8,0,0.4,-6,-1,83
COc1ccc(CC(=O)Nc2ccccc2C(F)(F)F)cc1S(=O)(=O)N1CCOCC1,4,3,2,-5,7,-14,1.0,5,1,99
CC1=C(OC(=O)c2ccccc2)C(C)(C)C(c2ccccc2)OC1=O (configuration not stated),-12,-1,-6,x,-23,31,-0.8,2,1,189
COc1ccc(CC(=O)NNC(=S)NC(=O)c2cc(OC)c(OC)c(OC)c2)cc1,4,3,1,-19,10,-12,-0.8,2,-14,93
O=C(CCN1C(=O)C2C3C=CC(C3)C2C1=O)Nc1nccs1 (configuration not stated),3,-1,1,-4,-5,1,2.1,-2,-2,93
Cn1nc(C(C)(C)C)cc1C(=O)N1CCCCC1c1cc(C(=O)NCc2cccnc2)no1 (configuration not stated),-2,2,0,-5,-9,-4,1.2,15*,-3,99
CCCOc1ccc(C(=O)NCc2ccco2)cc1,-4,2,0,-5,-4,-6,-0.6,0,-7,94
Cc1ccc(/C=C/C(=O)Nc2ccc([N+](=O)[O-])c(NC(=O)/C=C/c3ccc(C)o3)c2)o1,-3,2,2,-3,12,17,6.1,-1,22,100
C=C(C)C(=O)Oc1ccc(N2C(=O)[C@@H]3C4C=CC(C4)[C@@H]3C2=O)cc1,-3,0,14,-1,-3,-7,-1.1,-1,-1,99
Cc1nn(-c2ccccc2)c(C)c1NC(=O)COC(=O)c1ccc(S(=O)(=O)C(F)F)cc1,-4,1,9,-2,-2,0,-3.3,3,-12,92
Cc1nnc(SCCN2CCOCC2)n1-c1cccc(Cl)c1,2,1,6,-5,0,1,-1.9,2,1,100
Cc1ccc(C(=O)OCn2nnc3ccccc3c2=O)cc1[N+](=O)[O-],4,1,-7,1,6,-2,-0.9,-1,9,96
Cc1ccc(-c2nn(-c3ccc(F)cc3)cc2C(=O)N2CCN(C3CCS(=O)(=O)C3)CC2)cc1 (configuration not stated),-1,-2,0,-1,-6,-6,-1.7,-2,-6,87
Cc1cc(OCC(=O)NCC2CCC(C(=O)O)CC2)c2c(C)c(Cc3ccccc3)c(=O)oc2c1 (configuration not stated),x,7,8,x,2,6,-2.5,0,-7,101
Cc1ccccc1N1CCN(c2ccc(NC(=O)C3CCCCC3C(=O)O)cc2)CC1 (configuration not stated),5,0,2,-5,-3,4,0.1,14,6,97
O=[N+]([O-])c1ccc(-c2ccn[nH]2)o1,-5,3,5,13,1,-3,-0.5,1,4,103
Cc1ccc(C)c(C(=O)CN2C(=O)NC3(CCCCCC3)C2=O)c1,-6,1,7,-6,-5,0,-2.1,-3,-12,99
O=C(NCCN1CCOCC1)c1cc(-c2cccc(Cl)c2)on1,13,-1,8,-3,-3,-4,1.0,-4,-3,109
CN(CC(=O)Nc1ccc(N2CCOCC2)cc1)C(=O)CCNC(=O)c1ccccc1Cl,-1,1,4,-3,5,-2,-1.1,-7,-3,97
Cc1cc(Cl)ccc1NC(=S)Nc1ccccn1,3,-2,-1,-2,-9,0,3.0,0,0,95
CCN1CCN(C(=O)C2CC(=O)N(c3ccc(Cl)cc3)C2)CC1 (configuration not stated),2,0,7,-3,-2,9,0.9,-1,12,84
COc1cc(CC(=O)O)ccc1OCc1ccccc1,2,1,10,-14,-1,1,3.3,0,14,102
CCOC(=O)C1CCN(C(=O)CN2C(=O)c3ccccc3S2(=O)=O)CC1,-3,-2,-1,-4,5,-1,-2.1,2,-5,96
Cc1ccc(S(=O)(=O)N(C)C(=O)NC(=O)NS(=O)(=O)c2ccccc2)cc1,10,2,4,-1,3,2,-2.5,-5,3,105
CCOc1ccc2nc(COC(=O)c3cccs3)c(C(C)=O)[n+]([O-])c2c1,-11,1,-1,-5,-2,-2,-0.2,-1,-5,89
Cc1ccc([C@@H]2C[C@H]3[C@@H](CN2S(=O)(=O)c2ccc(C)cc2)C(=O)C[C@@H](c2ccccc2)N3S(=O)(=O)c2ccc(C)cc2)cc1,-3,-8,5,-4,-8,-3,-2.4,-3,2,101
Cc1[nH]c2ccccc2c1C(=O)NS(=O)(=O)Nc1ccccc1,-5,1,4,-3,-2,6,-1.9,-2,8,99
Cc1ccc(C)c(NC(=O)CN(C)C(=O)C2CCCC2)c1,5,1,5,-6,1,3,-1.6,1,-4,98
COc1ccccc1-n1nnnc1SCC(=O)N(CC(C)C)C1CCS(=O)(=O)C1 (configuration not stated),0,3,3,-5,4,0,-2.0,-6,1,99
COc1ccc(NC(=O)/C=C/c2cccc(C(F)(F)F)c2)cn1,3,-1,1,-3,-4,17,0.2,2,-1,89
COc1ccccc1C(=O)NCCCN1CCCC1=O,-3,2,8,-8,2,0,-1.7,2,7,103
O=C1c2ccccc2[C@@H]2C[C@H]3O[C@H]3CCN12,9,1,4,-5,2,1,-0.6,6,8,105
S=c1nc(-c2ccc(Br)cc2)[nH]c2ccccc12,-6,1,12,-1,-13,-1,2.5,2,-2,97
O=c1c(CN2CCN(Cc3ccccc3F)C(CCO)C2)coc2ccccc12 (configuration not stated),-1,-1,12,-20,6,0,0.1,-2,-4,104
CN1C[C@@H]2[C@@H]3C(=O)N(Cc4ccccc4)C(=O)[C@@H]3[C@](Cc3ccccc3)(C1=O)N2C(=O)c1ccccc1,-2,4,-3,-9,-1,-4,0.1,4,-3,97
C/C(CCc1oc2c(Br)cc(Br)cc2c1-c1ccc(C)o1)=N\O,0,5,6,-9,-10,83*,-0.1,5,7,109
CC(C)CNC(=O)/C=C/C=C/CCCC/C=C/c1ccc2c(c1)OCO2,17,-2,5,-11,-10,11,1.8,-4,2,95
CCCNC(=O)C1(C)CCCN(Cc2cccc3ccccc23)C1 (configuration not stated),2,-4,9,-11,-3,4,-1.1,2,-1,100
CC(C)c1ccc(N)c(S(=O)(=O)O)c1,4,2,18,-2,2,1,-1.9,1,4,98
COC(=O)/C(NC(C)=O)=C(\C)c1ccc(Cl)cc1,10,1,-5,-4,-5,-2,-0.2,-3,5,93
O=C(COc1cc2oc(=O)c3c(c2cc1Cl)CCC3)N1C[C@H]2C[C@@H](C1)c1cccc(=O)n1C2,x,-1,11,x,3,-1,-1.1,0,7,98
COc1ccc(NC(=O)c2c[nH]c(=O)n(-c3ccc(C)c(C)c3)c2=O)cc1OC,-6,2,-4,-7,-3,1,1.1,-2,-4,100
O=C(Nc1ccc(F)cc1)c1ccc(S(=O)(=O)NCC2CCCO2)cc1 (configuration not stated),7,-2,7,x,-7,-4,-2.1,-7,-7,97

# Ordered by count of non-hydrogen atoms (descending): 5 of the compounds above.
SMILES,PDI turbidity,N-glyco inh,MC4R antagonist,CaV13 FRET inh,H9c2 protect,Exocytosis inh,MC4R barr agon,m5-HT2A agonist,ABHD5-PLIN5 inh,ABCB6 inh 2
O=C(COc1cc2oc(=O)c3c(c2cc1Cl)CCC3)N1C[C@H]2C[C@@H](C1)c1cccc(=O)n1C2,x,-1,11,x,3,-1,-1.1,0,7,98
CCCNC(=O)C1(C)CCCN(Cc2cccc3ccccc23)C1 (configuration not stated),2,-4,9,-11,-3,4,-1.1,2,-1,100
C/C(CCc1oc2c(Br)cc(Br)cc2c1-c1ccc(C)o1)=N\O,0,5,6,-9,-10,83*,-0.1,5,7,109
S=c1nc(-c2ccc(Br)cc2)[nH]c2ccccc12,-6,1,12,-1,-13,-1,2.5,2,-2,97
O=C1c2ccccc2[C@@H]2C[C@H]3O[C@H]3CCN12,9,1,4,-5,2,1,-0.6,6,8,105

# 3 entries drawn at random from those above:
SMILES,PDI turbidity,N-glyco inh,MC4R antagonist,CaV13 FRET inh,H9c2 protect,Exocytosis inh,MC4R barr agon,m5-HT2A agonist,ABHD5-PLIN5 inh,ABCB6 inh 2
CCCNC(=O)C1(C)CCCN(Cc2cccc3ccccc23)C1 (configuration not stated),2,-4,9,-11,-3,4,-1.1,2,-1,100
O=C(Nc1ccc(F)cc1)c1ccc(S(=O)(=O)NCC2CCCO2)cc1 (configuration not stated),7,-2,7,x,-7,-4,-2.1,-7,-7,97
COc1ccccc1C(=O)NCCCN1CCCC1=O,-3,2,8,-8,2,0,-1.7,2,7,103
